Tn6 DDE FP: inhibitors of Tn6 peptide binding to human fibrin DD(E); P02675; Fibrin DD(E) TRITC-Tn6 fluorescence polarization displacement; inhibition, % at 8.3 µM; actives 0.21% (n = 370,000); AID 720509;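 active means inhibition above a per-campaign cutoff: mean of compounds within control limits plus 3 SD, cut at about 15% in these data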;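 further: 0% = median of all compound wells on the plate and 100% = blocking peptide control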
KLK7 zymogen act: proKLK7 (human) activation, primary screen; P49862; purified proKLK7, EDANS-DABCYL substrate fluorescence; 100% is mature enzyme control, 0% vehicle; activation, % at 7 µM; actives 0.9% (n = 370,000);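 active means activation above the mean of all tested compounds plus 3 SD, computed per campaign excluding outliers beyond control limits, cut at about 13% in these data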
NPR2 activator: GC-B (human) receptor activation. P20594. HEK293-GC-B cells, CNP EC30, cGMP TR-FRET; 0% at EC30 CNP, 100% saturating CNP. activation, % at 10 µM. actives 0.11% (n = 370,000). AID 1920062;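 active means activation at 10 µM reaching about 35% in either raw or pattern-adjusted values, limit read from the data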
GC-A act: GC-A (human) enzyme activation; P16066; HEK293 GC-A cells, cGMP TR-FRET, EC30 ANP; 0% at EC30 ANP, 100% saturating ANP; activation, % at 10 µM; actives 0.14% (n = 370,000); AID 1671463; in the data active means activation above about 40%
rCAG binder: molecules binding r(CAG) RNA repeats; r(CAG) RNA repeat, TO-PRO-1 dye displacement fluorescence; inhibition, % at 3 µM; actives 1.3% (n = 370,000);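 active means inhibition above the plate cutoff, the mean of all test compounds on that plate plus 3 SD, cut at about 35% in these data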;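 further: 0% = DMSO alone and 100% = 100 µM mitoxantrone as full dye displacement; higher means more dye released from RNA so lower well fluorescence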
GAA850 FXN act: activators of GAA850 frataxin (FXN) promoter; activation, % at 6 µM; AID 540364; actives 0.56% (n = 360,000); HEK293 lucGAA850 FXN promoter luciferase reporter, 24 h; percent of 10 µM SAHA response;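 active means activation above the average of all compounds screened plus 3 SD, cutoff fixed separately per campaign, cut at about 7.5% in these data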;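 further: 0% = DMSO wells and 100% = 10 µM SAHA wells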
ASAP1 inh: blocks human ASAP1-stimulated Arf1 GTP hydrolysis. inhibition, % at 16.5 µM. GDP FP detection. actives 0.19% (n = 360,000). AID 624377; in the data active means inhibition above about 25%;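 further: 0% = vehicle with enzyme and substrate and 100% = no enzyme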
Target sequence (Q9ULH1 325-724 limits assumed): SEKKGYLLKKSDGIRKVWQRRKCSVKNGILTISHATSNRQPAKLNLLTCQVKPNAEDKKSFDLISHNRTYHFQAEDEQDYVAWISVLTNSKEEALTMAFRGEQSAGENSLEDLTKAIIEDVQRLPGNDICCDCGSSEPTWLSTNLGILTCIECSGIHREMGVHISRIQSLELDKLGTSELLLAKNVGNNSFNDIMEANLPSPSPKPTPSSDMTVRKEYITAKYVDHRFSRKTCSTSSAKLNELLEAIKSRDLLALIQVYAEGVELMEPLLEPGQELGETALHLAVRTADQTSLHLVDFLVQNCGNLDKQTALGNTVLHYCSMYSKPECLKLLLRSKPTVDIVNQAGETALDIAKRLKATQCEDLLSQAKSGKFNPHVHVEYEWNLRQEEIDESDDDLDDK
sPLA2-III inh: Blocks human group III sPLA2 activity | QFRET BODIPY PC-A2 liposome hydrolysis, fluorescence | actives 0.56% (n = 370,000) | inhibition, % at 12.2 µM;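 active means inhibition above mean plus 3 SD of compounds lying within the high and low control bounds, cut at about 19% in these data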;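 further: 0% = median of test compound wells and 100% = no enzyme DMSO wells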
Target sequence (Q9NZ20 whole entry, looked up): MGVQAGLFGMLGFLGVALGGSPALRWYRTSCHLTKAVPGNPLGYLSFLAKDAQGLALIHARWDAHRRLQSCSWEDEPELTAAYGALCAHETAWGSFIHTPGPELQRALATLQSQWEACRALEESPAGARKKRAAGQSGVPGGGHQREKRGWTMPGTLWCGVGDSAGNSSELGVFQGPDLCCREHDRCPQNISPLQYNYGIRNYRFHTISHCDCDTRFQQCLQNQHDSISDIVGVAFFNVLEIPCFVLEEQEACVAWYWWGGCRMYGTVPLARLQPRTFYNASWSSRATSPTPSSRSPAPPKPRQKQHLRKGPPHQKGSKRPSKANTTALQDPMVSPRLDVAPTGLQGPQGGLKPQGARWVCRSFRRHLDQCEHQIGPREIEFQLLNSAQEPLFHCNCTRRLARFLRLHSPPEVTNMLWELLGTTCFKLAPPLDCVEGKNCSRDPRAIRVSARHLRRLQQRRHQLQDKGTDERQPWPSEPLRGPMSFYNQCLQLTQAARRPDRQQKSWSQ
ARFGAP1 inh: rat ARFGAP1 inhibition; inhibition, % at 16.5 µM; Q62848; Arfgap1-stimulated ARF1 GTP hydrolysis, GDP FP detection; actives 0.26% (n = 360,000);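 active means inhibition above a per-plate limit, mean inhibition of low control wells plus 3 SD, cut at about 25% in these data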;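 further: 0% = DMSO wells with enzyme and 100% = wells lacking Arfgap1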
Target sequence (Q62848 1-136 limits assumed): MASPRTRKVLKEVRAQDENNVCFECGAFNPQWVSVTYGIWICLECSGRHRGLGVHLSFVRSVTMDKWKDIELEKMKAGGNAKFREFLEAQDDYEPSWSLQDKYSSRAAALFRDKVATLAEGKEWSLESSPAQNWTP
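Material – truncated rat Arfgap1 GAP domain · Buffer or medium – HEPES-based buffer, pH 7.5 · Reagent – human ARF1(Δ1-17)-GTP substrate · Dosing – 16.5 µM single point, 1.26% DMSO · Schedule – GTP hydrolysis reaction 2 h at 25 °C · Technique – GDP detection by fluorescence polarization · Benchmarks – No-Arfgap1 wells (100%) versus DMSO full-reaction wells (0%) · Repeats – single replicate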
ADAM10 inh: ADAM10 inhibition, QFRET primary screen. inhibition, % at 7 µM. actives 0.62% (n = 370,000). recombinant ADAM10, EDANS/DABCYL FRET peptide cleavage, 3 h;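 active means inhibition above a per-campaign cutoff equal to the mean of compounds falling between control-based bounds plus 3 SD, cut at about 20% in these data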;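 further: 0% = DMSO wells while the 100% control is not disclosed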
Active calls of the source: *; i = inactive; / = not tested or not shown.

SMILES	Tn6 DDE FP	KLK7 zymogen act	NPR2 activator	GC-A act	rCAG binder	GAA850 FXN act	ASAP1 inh	sPLA2-III inh	ARFGAP1 inh	ADAM10 inh
CCOC(=O)/C(C#N)=C1\Nc2ccccc2N=C1N(CC(C)C)CC(C)C	-3	-0.6	-1	-9	-1	-2.6	1	0	1	-26
CN1CCN(C(=S)Nc2cc(S(=O)(=O)N3CCOCC3)ccc2Cl)CC1	4	-0.3	1	1	-1	-1.8	10	3	-4	10
Clc1ccc2c(c1)C=Nc1c(NCc3ccccc3)ncnc1O2	4	-0.1	-1	7	0	-1.1	0	-4	2	-7
O=C(NCCC1=CCCCC1)c1ccc(F)cc1	0	-0.6	6	-3	-2	-4.0	5	-3	-6	3
O=C1C2CC=CCC2C(=O)N1Cc1ccccc1 (stereo not drawn)	-1	0.6	1	2	-2	4.1	0	2	7	-4
C=CCn1c(C)c(C(C)=O)c(N2CCN(C(c3ccccc3)c3ccccc3)CC2)nc1=S	6	0.2	-2	-5	-4	-1.8	-4	6	1	-6
CCc1c(C)nc2ncnn2c1NCCc1ccc(Cl)cc1	-6	0.2	5	3	-4	-3.5	3	-9	-3	-2
COc1ccc(S(=O)(=O)NNC(=O)c2sccc2-n2cccc2)cc1	-10	-0.1	9	-3	-1	-0.3	-3	-4	7	0
C=CCNC(=O)CN(C(=O)c1csc2ccc(Cl)cc12)c1cccc(Br)c1	5	0.1	-16	-13	3	/	/	-1	/	5
CCS(=O)(=O)c1nc(S(=O)(=O)c2ccc(Cl)cc2)c(N2CCC(C(N)=O)CC2)s1	-5	-0.1	2	2	-1	0.4	3	3	-7	2
Cc1ccc(C)c(NC(=O)CCC(=O)NNS(=O)(=O)c2ccc(Cl)cc2)c1	-1	0.5	2	3	2	0.2	-5	-5	-5	-3
CC(=O)Nc1ccc(C(=O)NC(CC(=O)O)c2ccc(Cl)cc2)cc1 (stereo not drawn)	4	-0.1	-3	4	0	-0.8	1	-1	-4	0
Cc1c(C(=O)NCC2CCCO2)sc2nc(-c3ccccc3)cn12 (stereo not drawn)	7	-0.5	15	7	0	1.3	1	3	0	-10
COc1ccccc1OCCNC(=O)c1ccc(C)c(S(=O)(=O)N2CCOCC2)c1	-9	0.2	3	0	0	-1.0	2	-6	9	4
CNC(=S)Nc1ccc(OC)c(OC)c1	0	0.5	1	0	-1	2.1	14	2	11	-1
Cc1cc(C(=O)N/N=C/c2cc(Cl)cc([N+](=O)[O-])c2O)n[nH]1	0	0.1	-4	1	4	1.0	-3	-3	4	-5
COc1ccc(OC)c(CNC(=O)C2CCCN(c3ncnc4c3nc3n4CCCCC3)C2)c1 (stereo not drawn)	2	-0.1	2	1	-7	-0.7	-9	-4	0	-3
CCCc1cc(=O)oc2cc(C)cc(OCC(=O)N3CCC(C(=O)O)CC3)c12	2	16*	0	3	1	-1.5	-2	1	11	i
COc1ccc(N(CC(=O)NC2CCCC2)C(=O)CCC(=O)Nc2cc(C)on2)c(OC)c1	1	0.2	0	-4	-6	0.7	0	1	-2	1
CCn1c(COc2ccc(Cl)cc2)nnc1SCc1nc2ccccc2[nH]1	4	0.7	-13	-16	-3	4.0	-1	-8	1	-3
CC(C)(C)C(=O)Nc1ccc(Cc2ccncc2)cc1	1	-0.6	-3	0	-2	1.6	-6	-7	11	-2
C/C(=N/NC(=O)c1ccc(Cl)s1)c1cccnc1	-2	-1.2	-7	0	7	2.3	0	-4	-8	-3
CCOC(=O)C1(C)CCCN1C(=O)c1snnc1C (stereo not drawn)	0	-0.4	1	2	2	0.4	0	3	13	3
COc1ccc(CNC(=O)c2cc3c(=O)[nH]c4ccccc4c3n2C)cc1	2	-0.1	3	13	1	0.2	3	4	10	-12
COc1cc(CCC(=O)OCC(=O)Nc2sccc2C(N)=O)cc(OC)c1OC	-7	0.1	-6	0	3	-2.1	-4	-3	-5	4

Retrieved one by one from above:
SMILES	Tn6 DDE FP	KLK7 zymogen act	NPR2 activator	GC-A act	rCAG binder	GAA850 FXN act	ASAP1 inh	sPLA2-III inh	ARFGAP1 inh	ADAM10 inh
CCS(=O)(=O)c1nc(S(=O)(=O)c2ccc(Cl)cc2)c(N2CCC(C(N)=O)CC2)s1	-5	-0.1	2	2	-1	0.4	3	3	-7	2
COc1ccc(N(CC(=O)NC2CCCC2)C(=O)CCC(=O)Nc2cc(C)on2)c(OC)c1	1	0.2	0	-4	-6	0.7	0	1	-2	1
COc1ccccc1OCCNC(=O)c1ccc(C)c(S(=O)(=O)N2CCOCC2)c1	-9	0.2	3	0	0	-1.0	2	-6	9	4
CCn1c(COc2ccc(Cl)cc2)nnc1SCc1nc2ccccc2[nH]1	4	0.7	-13	-16	-3	4.0	-1	-8	1	-3
CN1CCN(C(=S)Nc2cc(S(=O)(=O)N3CCOCC3)ccc2Cl)CC1	4	-0.3	1	1	-1	-1.8	10	3	-4	10

The main list resumes with the five entries that preceded the break.
SMILES	Tn6 DDE FP	KLK7 zymogen act	NPR2 activator	GC-A act	rCAG binder	GAA850 FXN act	ASAP1 inh	sPLA2-III inh	ARFGAP1 inh	ADAM10 inh
CC(C)(C)C(=O)Nc1ccc(Cc2ccncc2)cc1	1	-0.6	-3	0	-2	1.6	-6	-7	11	-2
C/C(=N/NC(=O)c1ccc(Cl)s1)c1cccnc1	-2	-1.2	-7	0	7	2.3	0	-4	-8	-3
CCOC(=O)C1(C)CCCN1C(=O)c1snnc1C (stereo not drawn)	0	-0.4	1	2	2	0.4	0	3	13	3
COc1ccc(CNC(=O)c2cc3c(=O)[nH]c4ccccc4c3n2C)cc1	2	-0.1	3	13	1	0.2	3	4	10	-12
COc1cc(CCC(=O)OCC(=O)Nc2sccc2C(N)=O)cc(OC)c1OC	-7	0.1	-6	0	3	-2.1	-4	-3	-5	4
CCOC(=O)N1CCC(NC(=O)C2CCCN(Cc3nc(-c4ccc(CC)cc4)oc3C)C2)CC1 (stereo not drawn)	-8	0.6	0	7	-7	0.1	5	-17	-5	2
O=C(CCCCCN1C(=O)CCC1=O)Nc1ccc2c(c1)OCCO2	4	0.6	3	0	-3	-1.9	-8	2	8	0
CSc1nnc2c3cc(F)ccc3n(C)c2n1	7	0.2	-3	5	-2	2.3	3	-1	10	-4
CCOC(=O)c1sc2nc(C)c3c(c2c1N)CC(C)(C)OC3	4	2.2	1	8	1	-1.0	-6	7	6	-271
CC(=O)Nc1cccc(-c2nnc(SCC(=O)N3CCCCC3)n2C)c1	-5	0.0	3	-1	2	1.1	6	-1	0	-4
C[C@H](CO)N1C[C@H](C)[C@@H](CN(C)S(=O)(=O)c2ccccc2)Oc2ccc(NS(=O)(=O)c3ccccc3)cc2C1=O	-4	0.6	1	3	7	1.9	-6	-14	6	-11
FC(F)(F)c1ccc(N2CCN(c3ncnc4c3nnn4Cc3ccccc3)CC2)nc1	-4	0.0	-3	-4	1	1.0	-1	8	3	-5
Cc1ccsc1C(=O)OCC(=O)NC1CCCCC1	-6	0.4	-6	2	-1	2.2	29*	4	-1	-13
O=C(COc1ccc2ccccc2c1)Nc1nc2ccccc2[nH]1	-9	-0.4	-11	-4	5	0.5	-11	15	7	-4
CCN(CC)c1nc(C=Cc2ccc(N(C)C)cc2)c2nccnc2n1	-6	-0.3	-14	5	3	1.7	19	-16	2	-86
CCOc1ccc(NC(=O)CN2C(=O)CSc3ccc(S(=O)(=O)N4CCCC4)cc32)cc1	-1	1.0	0	-1	-1	-1.6	0	-4	-5	5
COc1cc2cc(C(=O)N3CCc4ccccc4C3)[nH]c2cc1OC	8	-0.3	-3	3	0	-0.8	-7	1	-12	-21
COc1ccc(NC(=O)CCCn2nc(C)c3c(C)n(-c4ccccc4)nc3c2=O)cc1	4	-0.1	-2	-3	-6	-0.5	-6	-3	-7	-8
Cc1nn(C)c(Cl)c1CN1CCC(n2nccc2NC(=O)C2CCCC2)CC1	-3	0.9	0	-1	-6	-1.7	-15	-6	3	-4
O=c1[nH]c2ccccc2nc1-c1cccs1	10	32*	-1	-3	2	2.2	-2	-2	5	i
O=C(Nc1ccccc1O)c1cc2cc(Br)ccc2oc1=O	0	0.8	-6	-6	1	4.5	-6	5	19	-4
Cc1ccccc1CS(=O)(=O)Cc1ccc(C(=O)Nc2ccc(F)cc2)o1	0	4.3	5	-2	10	/	/	-7	/	2
O=C(Nc1nc2ccc(F)cc2s1)C1=COCCO1	6	-0.8	-1	10	2	-4.6	-23	-12	-12	-9
CCN1C(=O)/C(=C2\C=Cc3ccccc3N2CC)SC1=S	-2	0.5	7	2	0	1.4	-9	19	2	-11
CC(=O)Nc1cccc(-c2ccnc3c2CC(C)(C(=O)NCc2cccc(Cl)c2)O3)c1 (stereo not drawn)	-1	0.8	-12	-16	1	-4.2	-6	0	-6	6
Cc1cc(-c2[nH]nc3c2C(c2cccc(O)c2)C(C#N)=C(N)O3)c(C)s1 (stereo not drawn)	1	-0.1	-5	-12	8	-0.3	2	-37	-6	0
CSc1ccccc1NC(=O)Nc1ccccc1Cl	-6	-0.1	2	-1	-2	-0.2	-7	1	8	-9
Cc1nc(N2N=C3/C(=C/c4ccc(F)cc4)CCCC3C2c2ccc(F)cc2)sc1C(=O)N(C)C (stereo not drawn)	-6	-67	15	15	1	-2.7	-13	-15	-6	-59
CC1CCCC(C)N1C(=O)Cn1c(SCC(=O)Nc2ccc3c(c2)OCO3)nc2ccccc21 (stereo not drawn)	6	-0.5	3	-2	-3	-2.8	-6	1	3	1
CCC(=O)c1ccc(OCC(=O)OCC(=O)NCCCc2ccccc2)cc1	1	0.0	1	8	-11	0.1	3	7	5	-11
CC[C@H](C)C(C(=O)N1CCN(C(=O)OC(C)(C)C)CC1)n1cc(C(CO)NC(=O)OC(C)(C)C)nn1 (stereo partly drawn)	-3	0.0	-1	-1	-7	-0.5	10	-1	3	0
CCCc1cc(=O)[nH]c(SCCOc2ccc(OCC)cc2)n1	-5	0.4	-5	0	-1	1.7	4	-16	-6	-2
COc1cccc(NC(=O)CS(=O)(=O)c2cn(CC(=O)N3CCOCC3)c3ccccc23)c1	0	-0.4	2	1	2	-2.4	-1	-1	8	3
Cc1c(Br)cc(C(=O)OC2CCN(C)CC2)c(C)c1C	2	0.0	-4	2	-6	1.5	4	-3	23	5

Entries of single compounds, quoted from the list.
Profile of Cc1ccsc1C(=O)OCC(=O)NC1CCCCC1 = Tn6 DDE FP = -6; KLK7 zymogen act = 0.4; NPR2 activator = -6; GC-A act = 2; rCAG binder = -1; GAA850 FXN act = 2.2; ASAP1 inh = 29*; sPLA2-III inh = 4; ARFGAP1 inh = -1; ADAM10 inh = -13
Profile of CC[C@H](C)C(C(=O)N1CCN(C(=O)OC(C)(C)C)CC1)n1cc(C(CO)NC(=O)OC(C)(C)C)nn1 (stereo partly drawn) = Tn6 DDE FP = -3; KLK7 zymogen act = 0.0; NPR2 activator = -1; GC-A act = -1; rCAG binder = -7; GAA850 FXN act = -0.5; ASAP1 inh = 10; sPLA2-III inh = -1; ARFGAP1 inh = 3; ADAM10 inh = 0

High-throughput results from PubChem.
